High-throughput results (PubChem BioAssay)
KCNQ1 inh: blocks the human KCNQ1 potassium channel; P51787; CHO-K1 KCNQ1, FluxOR thallium flux fluorescence; active compounds read high; B-score at 10 µM; 1.3% of 310,000 active;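 active means compounds whose thallium flux B-score, printed positive for inhibition, exceeds three library SD while starting fluorescence stays within three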;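 further: channel opened by potassium depolarization with thallium stimulus after 20 min compound exposure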
Target sequence (P51787 whole entry, looked up): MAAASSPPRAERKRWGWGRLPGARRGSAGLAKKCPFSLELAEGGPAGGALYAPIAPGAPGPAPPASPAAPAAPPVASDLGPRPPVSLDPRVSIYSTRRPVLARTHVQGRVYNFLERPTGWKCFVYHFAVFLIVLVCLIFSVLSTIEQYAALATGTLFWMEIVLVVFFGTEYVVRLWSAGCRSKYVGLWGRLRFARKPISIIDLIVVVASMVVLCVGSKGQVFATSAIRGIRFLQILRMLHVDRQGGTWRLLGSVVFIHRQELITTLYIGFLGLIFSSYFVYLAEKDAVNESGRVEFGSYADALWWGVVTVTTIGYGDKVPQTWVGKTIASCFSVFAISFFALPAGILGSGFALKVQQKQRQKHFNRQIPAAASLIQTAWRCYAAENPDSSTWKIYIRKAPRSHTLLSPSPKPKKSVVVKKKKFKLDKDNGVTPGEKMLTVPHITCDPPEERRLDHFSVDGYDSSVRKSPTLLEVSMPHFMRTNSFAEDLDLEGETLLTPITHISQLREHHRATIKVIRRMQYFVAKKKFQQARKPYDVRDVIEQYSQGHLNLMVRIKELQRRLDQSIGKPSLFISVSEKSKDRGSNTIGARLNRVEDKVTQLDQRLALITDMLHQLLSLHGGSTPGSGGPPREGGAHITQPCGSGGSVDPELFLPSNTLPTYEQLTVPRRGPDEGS
SKKanGAS inh: inhibitors of SKKanGAS S. pyogenes growth in kanamycin (SK-promoter or general growth effect) | BacTiter-Glo, 6 h | inhibition, % at 7.5 µM | 1.3% of 300,000 active | AID 1662;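 active means mean replicate score, as percent of positive control median, at least 50; inconclusive means mean below 50 but one replicate at or above 50; inactive means mean and every replicate below 50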;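 further: strain carries kanamycin resistance gene driven by streptokinase promoter and grows in 40 µg/ml kanamycin; loss of luminescence reflects streptokinase promoter inhibition or plain growth inhibition; 0% = median of DMSO wells and 100% = positive control at its reference dose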
TMEM16A inh: blocks the mouse calcium-activated chloride channel TMEM16A | Q8BHY3 | normalized B-score (activity score, 25-100; higher = stronger inhibition) at 10 µM | 1.2% of 310,000 active | HEK293 TMEM16A/YFP iodide influx fluorescence, ionomycin | AID 588511;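 active means ratio plate-corrected score three or more library SD toward inhibition, starting fluorescence score within five deviations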;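 further: score derived from kinetic fluorescence span divided by baseline fluorescence per well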
HDAC3 inh: human HDAC3 inhibition. O15379. recombinant HDAC3, fluorogenic peptide/trypsin coupled, fluorescence. inhibition, % at 8.3 µM. 0.15% of 320,000 active. AID 2718; in the data active means inhibition above about 26%, passing the limit was not always enough; inconclusive means no clear call, values can overlap the other calls
RGS4 pot: RGS4 potentiation or activation; HEK293 M3R/inducible RGS4, carbachol calcium flux Fluo4; active compounds read low; 0.92% of 310,000 active; B-score at 10 µM;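 active means B-score of the integrated calcium signal more than 4 SD below the library mean, with starting fluorescence not abnormally high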;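 further: negative B-score means reduced calcium response which marks RGS4 activation or potentiation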
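Material: M3R-expressing HEK293 line, RGS4 induced by doxycycline | Schedule: Overnight RGS4 induction, 30 min dye load 37 °C, 20 min compound RT | Measured by: Fluo4 fluorescence kinetic imaging of calcium | Read-out: Integrated calcium ratio converted to B score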
hERG rescue: compounds protecting human hERG from proarrhythmic drug block. Q12809. CHO-hERG, FluxOR thallium flux, dofetilide IC70 present. activation (rescue from dofetilide block), less the hit threshold, % at 10 µM. 0.51% of 310,000 active. AID 1511;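 active means activation above the mean of controls blocked by dofetilide plus 5 SD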;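 further: thallium influx through hERG after potassium depolarization seen as dye fluorescence rise; in these data hits start at about 4.7%; inactives centre near -7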
KCNQ1 act: potentiators or activators of human KCNQ1 potassium channel. P51787. CHO-K1 KCNQ1, thallium flux FluxOR fluorescence; active compounds read high. B-score at 10 µM. 0.35% of 310,000 active;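 active means fluorescence ratio B-score, a plate-corrected score, at least three library SD, with initial intensity B-score within 5 SD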
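assay system = KCNQ1-transfected CHO-K1 cells | medium = assay buffer with matched DMSO | probe or stimulus = depolarizing K+/Tl+ stimulus, K2SO4 and Tl2SO4 each 12.5 mM in 5x stock | dosing = single dose | incubation = dye 90 min, compound 20 min, room temperature | detection = kinetic FluxOR fluorescence, 10 s baseline plus 110 s post-stimulus | evaluation = ratio B score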
KCNK3 inh: human KCNK3 channel inhibition, primary screen. CHO-KCNK3 thallium flux, FluxOR fluorescence; active compounds read low. B-score at 10 µM. 0.84% of 340,000 active. AID 602410;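 active means B-score under library mean minus 4 SD, starting fluorescence ratio at most library mean plus 5 SD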;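 further: more negative B-score means stronger inhibition of thallium flux through KCNK3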
KCNK9 block: inhibitors of human KCNK9 two-pore domain potassium channel. Q9NPC2. HEK293 KCNK9, FluxOR thallium flux fluorescence; active compounds read low. AID 488922. B-score at 10 µM. 1.2% of 310,000 active;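 active means ratio B-score over 3 SD below the library mean, with starting fluorescence within 5 SD of its mean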;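 further: negative B-score means less thallium flux so channel inhibition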
RGS4 inh: human RGS4 inhibition; P49798; HEK293 M3R/RGS4 inducible, Fluo-4 calcium flux; active compounds read high; triggered by carbachol at its EC20; B-score at 10 µM; 0.45% of 310,000 active;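 active means B-score, a plate-corrected calcium signal, over three deviations above library mean, with baseline fluorescence within five deviations of library mean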;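 further: RGS4 expression induced by doxycycline in cells with stable M3 receptor; B-score is computed from the integrated fluorescence ratio over baseline after carbachol; higher B-score means a larger calcium signal and so more RGS4 inhibition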
Target sequence (P49798 whole entry, looked up): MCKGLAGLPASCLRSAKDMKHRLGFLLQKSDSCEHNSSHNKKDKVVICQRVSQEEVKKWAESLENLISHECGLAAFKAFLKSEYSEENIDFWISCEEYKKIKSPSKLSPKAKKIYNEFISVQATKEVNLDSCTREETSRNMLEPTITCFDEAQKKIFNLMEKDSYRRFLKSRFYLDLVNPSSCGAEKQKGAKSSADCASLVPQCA
ANO1 activ: mouse TMEM16A channel activation, primary screen | AID 623877 | B-score at 10 µM | 0.3% of 340,000 active | Q8BHY3 | HEK293 TMEM16A/YFP-H148Q/I152L, iodide quench fluorescence; active compounds read low;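 active means fluorescence-ratio B-score plate-corrected deviation score at least 3 library SD below zero, with starting fluorescence score within 5 deviations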;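 further: channel opened by trigger with iodide after compound preincubation; score built on the fluorescence ratio of max minus min over baseline; more negative score means more quench and so TMEM16A activation or potentiation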
An asterisk follows results filed as active; i = inactive; ? = inconclusive; . = no result given.

No. | Structure | KCNQ1 inh | SKKanGAS inh | TMEM16A inh | HDAC3 inh | RGS4 pot | hERG rescue | KCNQ1 act | KCNK3 inh | KCNK9 block | RGS4 inh | ANO1 activ
1 | COc1ccc(N2CCN(S(=O)(=O)c3ccc4c(c3)OCCO4)CC2)cc1 | i | 2 | i | 6 | i | -11 | i | i | i | i | i
2 | CCOC(=O)N1CCC(NC(=O)c2cc3c(=O)n(C)c4ccccc4c3n2C)CC1 | i | -17 | i | -9 | i | -12 | i | i | i | i | i
3 | COc1ccc(S(=O)(=O)N(C(C)=O)c2ccc3oc(=O)sc3c2)cc1 | i | -6 | i | -4 | i | -11 | i | i | i | i | i
4 | CC(C)(C)c1ccc(N2C(=N)SCC2=O)cc1 | i | 2 | i | -2 | i | -2 | i | i | i | i | i
5 | O=C(CCC(=O)Nc1ccc(F)cc1)N/N=C/c1cccc(Br)c1 | i | 2 | i | 7 | i | -8 | i | i | i | i | .
6 | COc1ccc(CN(C(=O)COc2ccccc2)c2ccccc2C(=O)O)cc1 | i | 2 | i | 0 | i | -14 | i | i | i | i | i
7 | CCN(CC)C(=O)c1cc(-c2ccc(Br)cc2)on1 | i | ? | i | -2 | i | -4 | i | i | i | i | i
8 | COc1ccc2occ(C(=O)c3ccc(N=C(C)N(C)C)cc3)c2c1 | i | -13 | i | 5 | i | -6 | i | i | i | i | i
9 | O=C(N/N=C/c1ccco1)C1(O)c2ccccc2-c2ccccc21 | i | 7 | i | 10 | i | -4 | i | i | i | i | i
10 | CC(=O)Nc1cc(C(F)(F)F)ccc1OCC1CCCO1 (stereo not drawn) | i | . | i | 1 | i | -4 | i | i | i | i | i
11 | CCOC(=O)N1CCC(N2Cc3cccc(C(=O)N4CC(C)CC(C)C4)c3C2=O)CC1 (stereo not drawn) | i | 4 | i | 0 | i | -5 | i | i | i | i | i
12 | Cc1cc(-c2nc3ncccc3o2)ccc1NC(=S)NC(=O)C(C)C | i | 9 | i | -8 | i | -6 | i | i | i | i | i
13 | O=C(Nc1ccccc1C(=O)N1CCCC1)C1CCN(c2ncccn2)CC1 | i | -7 | i | -6 | i | -1 | i | i | i | i | i
14 | O=C(Cn1cc[n+](CC(=O)c2ccc(Cl)cc2Cl)c1)c1ccc(Cl)cc1Cl | i | 8 | i | 0 | i | -14 | i | i | i | i | i
15 | CCn1cnc2cc(NS(=O)(=O)c3ccc(C)cc3)ccc21 | i | -10 | i | 1 | i | -6 | i | i | i | i | i
16 | COC(=O)CCSC(=S)N1CCOCC1 | i | 2 | i | 0 | i | -11 | i | i | i | i | i
17 | Cc1cc(C(=O)N/N=C2\CCCC(=O)C2)c(C)n1-c1ccccc1 | i | 3 | i | 3 | i | -4 | i | i | i | i | i
18 | O=C(c1ccccc1)c1nn(-c2ccccc2)c2nnc(Cc3ccccc3)c(=O)n12 | i | 13 | i | 9 | i | -20 | i | i | i | i | i
19 | CCN(CC)CCCNC(=S)N(CCCO)Cc1cc2cc3c(cc2[nH]c1=O)OCO3 | i | 1 | i | -1 | i | 1 | i | i | i | i | i
20 | COC(=O)c1ccc(CNC(=O)COc2ccccc2Br)o1 | i | 0 | i | 8 | i | -5 | i | i | i | i | i

By substructure: those above with bromine
No. | Structure | KCNQ1 inh | SKKanGAS inh | TMEM16A inh | HDAC3 inh | RGS4 pot | hERG rescue | KCNQ1 act | KCNK3 inh | KCNK9 block | RGS4 inh | ANO1 activ
5 | O=C(CCC(=O)Nc1ccc(F)cc1)N/N=C/c1cccc(Br)c1 | i | 2 | i | 7 | i | -8 | i | i | i | i | .
7 | CCN(CC)C(=O)c1cc(-c2ccc(Br)cc2)on1 | i | ? | i | -2 | i | -4 | i | i | i | i | i
20 | COC(=O)c1ccc(CNC(=O)COc2ccccc2Br)o1 | i | 0 | i | 8 | i | -5 | i | i | i | i | i

Next section.
No. | Structure | KCNQ1 inh | SKKanGAS inh | TMEM16A inh | HDAC3 inh | RGS4 pot | hERG rescue | KCNQ1 act | KCNK3 inh | KCNK9 block | RGS4 inh | ANO1 activ
21 | Cn1c(-c2ccccc2)nc2cnccc21 | i | -1 | i | -2 | i | -9 | i | i | i | i | i
22 | O=C(Cc1ccccc1)Nc1cccc(NC(=O)c2ccccc2)c1 | i | -16 | i | 1 | i | -1 | i | i | i | i | i
23 | COc1ccccc1N1CCN(C(=O)C2CCC(CNS(=O)(=O)c3ccc(NC(C)=O)cc3)CC2)CC1 (stereo not drawn) | i | 11 | i | -1 | i | -8 | i | i | i | i | i
24 | Clc1ccc(Cl)c(OCCN2CCOCC2)c1 | i | 6 | i | 1 | i | -11 | i | i | i | i | i
25 | Cc1ccc(S(=O)(=O)NCC(c2cccnc2)N2CCOCC2)cc1 (stereo not drawn) | i | 5 | i | -2 | i | 1 | i | i | i | i | i
26 | CCCN(Cc1ccccc1)C(=S)Nc1cccc(C)c1C | i | 11 | i | -4 | i | -14 | i | i | i | i | i
27 | COc1ccccc1-c1nc(C#N)c(N2CCCCCC2)o1 | i | 9 | i | -84 | i | -12 | i | i | i | i | i
28 | CCN(CC(=O)NCc1ccc(Cl)cc1)C(=O)COc1cccc(C(F)(F)F)c1 | i | -4 | i | 7 | i | -13 | i | i | i | i | i
29 | Cc1cccc(NS(=O)(=O)c2cccc(C(=O)NCC(c3ccco3)N(C)C)c2)c1 (stereo not drawn) | i | 14 | i | 3 | i | -17 | i | i | i | i | i
30 | O=C(Nc1ccc(Cl)cc1)c1cnc(-c2ccccc2)nc1-c1ccccc1 | i | 31 | i | -3 | i | -11 | i | i | i | i | i
31 | O=C1NN(c2cccc(Br)c2)C(=O)/C1=C\c1ccccc1 | i | 3 | i | 2 | i | -6 | i | i | i | 18* | i
32 | Cc1cnc(SCCc2ccncc2)nc1C | i | -1 | i | 1 | i | -4 | i | . | i | i | .
33 | O=C(CSc1cccc2cccc(Cl)c12)NCc1cccs1 | i | -15 | i | -3 | i | -8 | i | i | i | i | i
34 | CCn1nnc(NC(=O)c2ccc(-c3ccccc3[N+](=O)[O-])o2)n1 | i | -5 | i | 5 | i | -7 | i | i | i | i | i
35 | COc1cc(NC(=O)CSc2nc(=O)n(CCN3CCOCC3)c3c2CCC3)cc(OC)c1 | i | -4 | i | -1 | i | -10 | i | i | i | i | i
36 | CCOc1ccc(Nc2nc3ccccc3c(=O)s2)cc1 | i | -4 | i | 8 | i | -12 | i | i | i | i | i
37 | CCn1c(C)cc(/C=C2/SC(=O)N(C(C)C(=O)OC)C2=O)c1C (stereo not drawn) | i | 7 | i | 7 | i | -7 | i | i | i | i | i
38 | COc1ccc(/C=C/C(=O)Nc2ccc(N3CCOCC3)cc2)cc1 | i | -5 | i | -3 | i | -7 | i | i | i | i | i
39 | CC(C)CCNC(=O)CCc1nnc(COc2ccccc2)o1 | i | -18 | . | . | i | -6 | i | i | i | i | i
40 | O=C(Cc1nn[nH]n1)c1ccccc1O | i | 1 | i | 4 | i | -14 | i | i | i | i | i
41 | CCOc1cccc(C(=O)Nc2cccc(-c3nnc(-c4ccc(C)cc4)o3)c2)c1 | i | -6 | i | -5 | i | -10 | i | i | i | i | i
42 | Cc1cc(C(=O)NCc2ccco2)c2ccccc2n1 | i | 7 | i | 1 | i | -8 | i | i | i | i | i
43 | CC(C)(C)S(=O)(=O)c1cnc(-c2cnccn2)nc1N | i | 1 | i | 0 | i | -7 | i | i | i | i | i
44 | Cn1ncc([N+](=O)[O-])c1C(=O)N1CCOCC1 | i | -2 | i | -4 | i | -8 | i | i | i | i | i
45 | COc1ccccc1NC(=O)c1sc2ncn(CC(=O)N3CCC(C)CC3)c(=O)c2c1C | i | -5 | i | 4 | i | -9 | i | i | i | i | i
46 | CCN(CC(=O)NC(C)C)C(=O)c1ccc(S(=O)(=O)N(C)c2ccccc2OC)cc1 | i | 11 | i | 0 | i | -5 | i | i | i | i | i
47 | O=C(CCC(=O)N1CCCC1)Nc1nnc(C2CCCCC2)s1 | i | 2 | i | -4 | i | -4 | i | i | i | i | i
48 | Cc1ccnc(N2CCCC(C(=O)Nc3cc(F)ccc3C)C2)n1 (stereo not drawn) | i | 1 | i | -13 | i | -11 | i | i | i | i | i
49 | COc1ccc(N2CCN(C(=O)C3CCN(S(=O)(=O)c4ccccc4)CC3)CC2)cc1 | i | -11 | i | -10 | i | -6 | i | i | i | i | i
50 | O=C(C1CCN(S(=O)(=O)c2ccc(Br)cc2)CC1)N1CCOCC1 | i | -2 | i | 1 | i | -6 | i | i | i | i | i
51 | CC(C)(C)c1ccc(C(=O)N2CCC(C(=O)NC3CCCCCC3)CC2)cc1 | i | -11 | i | 2 | i | -11 | i | i | i | i | i
52 | O=C(CSc1nnc(Cn2c(=O)sc3ccccc32)n1CCc1ccccc1)N1CCCC1 | i | 1 | i | 1 | i | -7 | i | i | i | i | i
53 | Cc1nn(C(=O)c2ccccc2)c2c1C(=O)CC(C)(C)C2 | i | -10 | i | 91* | i | -7 | i | i | i | i | i
54 | Cc1cccc(N2CCN(CC(=O)Nc3ccc(-n4cnnn4)cc3)CC2)c1C | i | 1 | i | -11 | i | -7 | i | i | i | i | i
55 | CCOc1ccc(NC(=O)CCC(=O)Oc2ccc(C)cc2)cc1 | i | -1 | i | -2 | i | -3 | i | i | i | i | i
56 | CCC(C)[C@H](Nc1nc(-c2ccccc2)nc2c1oc1ccccc12)C(=O)O (stereo partly drawn) | i | 20 | i | 7 | i | -21 | i | i | i | i | i

Three entries drawn at random from those above, as already listed:
No. | Structure | KCNQ1 inh | SKKanGAS inh | TMEM16A inh | HDAC3 inh | RGS4 pot | hERG rescue | KCNQ1 act | KCNK3 inh | KCNK9 block | RGS4 inh | ANO1 activ
55 | CCOc1ccc(NC(=O)CCC(=O)Oc2ccc(C)cc2)cc1 | i | -1 | i | -2 | i | -3 | i | i | i | i | i
51 | CC(C)(C)c1ccc(C(=O)N2CCC(C(=O)NC3CCCCCC3)CC2)cc1 | i | -11 | i | 2 | i | -11 | i | i | i | i | i
53 | Cc1nn(C(=O)c2ccccc2)c2c1C(=O)CC(C)(C)C2 | i | -10 | i | 91* | i | -7 | i | i | i | i | i

An unsorted share of the library; any-hit rate near 6.3%.
